High-throughput results (PubChem BioAssay)
V-ATPase pHluor: regulators of yeast V-ATPase proton pumping, primary screen, pHLuorin cytosolic pH fluorescence; AID 504577, 2011; S. cerevisiae; response, % at 10 µM; actives 0.37% (n = 350,000); in the data active = response mostly above about 7.3%, no sharp cut-off; inactive = mostly below about 5.4%; note: actives read high; inactives centre near 0; some compounds called inactive have numbers as strong as hits; reference of the scale not given here
cardiac RTF act: cardiac RTF calcium sensitivity activators, primary screen, biochemical, IANBD-TnC fluorescence, EC20 calcium; activation, % at 7.2 µM; IANBD-labeled TnC RTF fluorescence at EC20 calcium; 0% EC20 calcium, 100% full calcium; Troponin I, cardiac muscle (Homo sapiens) + Troponin T, cardiac muscle (Homo sapiens) + …; AID 493008, 2010; actives 0.24% (n = 340,000);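 active = activation above the mean over all tested compounds plus 3 SD, cut at about 30% in these data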;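 note: rise in fluorescence read as greater calcium sensitivity of cardiac thin filaments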
C-LANA FP: inhibitors of KSHV C-LANA binding to DNA, primary screen, biochemical, fluorescence polarization, FAM-LBS DNA, MBP-C-LANA, single point; inhibition, % at 9 µM; actives 0.078% (n = 340,000); AID 504423, 2011;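 active = highest replicate inhibition at or above 60% at 9 µM, even if other replicates fall short; inactive = all replicates below 60% inhibition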;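 note: 0% = neutral control wells and 100% = 4 µM acridine orange control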
Pemphigus Ab inh: inhibitors of pemphigus antibody binding to DSG3, primary screen, biochemical, bead-based, flow cytometry, scFv-GFP | binding (percent of control), % at 10 µM | DSG3-coupled beads, scFv-anti-DSG3-GFP binding; stronger effect = lower value | actives 0.48% (n = 310,000) | AID 588358, 2011;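 active = binding more than 3 SD below its plate's average and above zero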;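 note: hits lower antibody fragment binding to DSG3; some compounds called inactive have numbers as strong as hits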
MOR-DOR ag: agonists of OPRM1-OPRD1 heterodimerization, primary screen, cell-based, luminescence; cells; activation, % at 9.3 µM; actives 0.3% (n = 340,000); in the data active = activation above about 18%;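 note: 0% = vehicle-treated cells and 100% = reference agonist; values of inactives mirror those of a sister screen read the other way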
Target sequence (P35372 whole entry, looked up): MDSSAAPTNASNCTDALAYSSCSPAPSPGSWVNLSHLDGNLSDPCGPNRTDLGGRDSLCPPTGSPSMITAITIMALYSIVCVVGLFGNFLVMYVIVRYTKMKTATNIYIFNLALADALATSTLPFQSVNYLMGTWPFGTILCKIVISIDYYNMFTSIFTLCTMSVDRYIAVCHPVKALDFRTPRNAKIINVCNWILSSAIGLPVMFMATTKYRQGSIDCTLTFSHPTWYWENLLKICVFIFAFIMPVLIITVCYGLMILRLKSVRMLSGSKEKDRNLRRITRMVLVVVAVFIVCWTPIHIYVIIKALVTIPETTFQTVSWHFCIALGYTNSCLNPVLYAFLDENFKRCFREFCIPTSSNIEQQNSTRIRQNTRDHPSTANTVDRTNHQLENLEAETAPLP
Target sequence (P41143 whole entry, looked up): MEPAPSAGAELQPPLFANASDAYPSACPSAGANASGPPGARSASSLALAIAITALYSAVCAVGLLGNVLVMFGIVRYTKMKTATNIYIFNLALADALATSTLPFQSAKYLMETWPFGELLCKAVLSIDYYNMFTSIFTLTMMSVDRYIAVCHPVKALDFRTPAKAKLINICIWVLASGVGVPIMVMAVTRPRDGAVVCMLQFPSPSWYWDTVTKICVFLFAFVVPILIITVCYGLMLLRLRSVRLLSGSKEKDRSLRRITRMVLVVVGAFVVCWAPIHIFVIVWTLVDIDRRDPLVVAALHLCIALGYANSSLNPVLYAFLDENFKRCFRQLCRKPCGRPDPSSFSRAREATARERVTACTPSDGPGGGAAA
Cardiac RTF inh: cardiac RTF calcium sensitivity inhibitors, primary screen, biochemical, IANBD-TnC fluorescence, EC70 calcium. Troponin I, cardiac muscle (Homo sapiens) + Troponin T, cardiac muscle (Homo sapiens) + …. IANBD-labeled cardiac RTF, Ca2+ fluorescence. inhibition, % at 7.15 µM. actives 0.12% (n = 340,000);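 active = inhibition above the mean inhibition of all tested compounds plus 3 SD, cut at about 17% in these data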;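 note: assay run at fixed EC70 calcium of 1.6 mM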
Wnt act: Wnt/beta-catenin pathway activators, primary screen, cell-based, plate reader, single point | Wnt/beta-catenin reporter cell assay, activator | activation, % at 9.35 µM | actives 1.2% (n = 300,000) | AID 743398, 2014; in the data active = activation above about 30%, passing the limit was not always enough;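 note: 0% = neutral control wells and 100% = positive control wells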
MOR-DOR inv ag: inverse agonists of MOR-DOR heterodimerization, primary screen, cell-based, luminescence. Mu-type opioid receptor (Homo sapiens) + Delta-type opioid receptor (Homo sapiens), …. cell-based MOR-DOR heterodimer luminescence, inverse agonism. inhibition, % at 9.3 µM. actives 0.21% (n = 340,000); in the data active = inhibition above about 22%, passing the limit was not always enough;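 note: 0% = cells with DMSO and 100% = wells without cells with DMSO; values of inactives mirror those of a sister screen read the other way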
Keap1 Nrf2 FP: Keap1-Nrf2 protein-protein interaction inhibitors, primary screen, biochemical, fluorescence polarization, single point | inhibition, % at 9.4 µM | actives 0.15% (n = 340,000) | Keap1 Kelch-Nrf2 peptide fluorescence polarization, 1536-well; in the data active = inhibition above about 12%;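 note: human Keap1 Kelch domain with fluorescein labeled Nrf2 9mer peptide probe; 0% = neutral control wells and 100% = peptide positive control; higher means more block of Keap1 binding to Nrf2 peptide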
Arrestin-AP2 inh: inhibitors of beta-arrestin/AP2 binding, primary screen, biochemical, GPCR trafficking, flow cytometry; actives 0.31% (n = 340,000); inhibition, % at 10 µM; FITC-arrestin peptide / GST-AP2 beads; AP2 beta2 appendage carries R879A mutation;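 active = inhibition above a set limit, near 3 SD of compounds lacking own fluorescence, cut at about 54% in these data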;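 note: plate controls were DMSO wells for no effect and 5 µM unlabelled arrestin peptide for full effect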
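Material – GST-tagged AP2 beta2-adaptin appendage (R879A) on 4 µm glutathione beads · Probe or stimulus – fluorescein-tagged arrestin peptide at 50 nM final · Timing – 12 min plus 1 h, RT · Detection – bead flow cytometry, FITC channel · Read-out basis – inhibition as reduced fluorescein signal on beads, percent · Medium – PBS plus Tween 20 (0.05%) and BSA (0.1%)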
The depositor's hits bear a star; nt = no result given. Compounds were not picked by outcome; 3.1% or so of the library scored in one or more.

SMILES	V-ATPase pHluor	cardiac RTF act	C-LANA FP	Pemphigus Ab inh	MOR-DOR ag	Cardiac RTF inh	Wnt act	MOR-DOR inv ag	Keap1 Nrf2 FP	Arrestin-AP2 inh
CCNC(=O)NC(=O)C(C)OC(=O)c1cccnc1SC (centres undefined)	-0.6	-0.4	1.6	99.7	-1.2	-1.7	nt	5.7	-0.1	10.7
N#CCCN(C(=O)COC(=O)Cc1ccc(Br)cc1)c1ccccc1	6.3	10.3	0.2	105.3	2.9	-7.3	1.3	-14.3	-3.1	4.3
CCOc1ccc(N2CC(C(=O)Nc3cccnc3)CC2=O)cc1 (centres undefined)	0.3	2.1	0.0	108.8	-1.1	-4.3	0.6	4.5	4.3	-13.2
CC(Oc1ccc(NC(=O)c2ccco2)cc1)C(=O)N1c2ccccc2CC1C (centres undefined)	2.5	-4.5	0.7	101.0	-0.5	-3.7	10.5	2.9	-6.0	-6.6
O=[N+]([O-])c1cccc(-n2nnnc2CN2CCCCCC2)c1	0.5	1.5	-0.7	100.1	-0.5	-13.8	-2.6	2.9	4.3	-12.0
O=C(NCc1cccs1)c1noc2c1CCCC2	-3.9	0.9	1.5	93.8	-2.9	3.1	nt	14.8	0.0	-4.3
CN(C)CCCN1C(=O)c2oc3ccc(F)cc3c(=O)c2C1c1cccnc1 (centres undefined)	4.0	4.1	0.3	98.4	0.7	-5.9	-2.0	-4.2	2.7	6.8
CCOc1c(OC)cccc1C1CC(=O)Nc2cc(OC)c(OC)cc21 (centres undefined)	-4.6	2.4	0.6	102.6	-0.8	-2.8	-2.4	4.6	-2.3	4.3
COc1ccc(OC)c(Nc2cc(C)nc3ccc(C)cc23)c1	-1.5	0.2	-1.4	103.8	-3.0	-9.4	-4.0	15.0	-5.4	-5.5
CCc1ccc(S(=O)(=O)/N=C2\C=C(NS(=O)(=O)c3ccccc3)C(=O)c3ccccc32)cc1	-0.4	-4.9	-4.8	49.3*	-5.7	-8.9	0.4	25.8	8.6	-8.4
CC(C)NC(=O)c1ccc(NC(=O)CC2SC(N3CCCCC3)=NC2=O)cc1 (centres undefined)	-2.1	0.3	-0.3	104.5	-1.5	-1.0	0.9	6.0	-2.8	-11.4
COc1ccc(-c2n[nH]c3c2CN(C(=O)c2ccc(F)cc2)CC3)cc1	1.9	2.5	0.5	106.9	-2.4	-2.0	-1.6	12.1	-3.3	-0.7
COc1ccc2nc(NC(=O)c3ccc(NC(=O)C4CCCO4)cc3)sc2c1 (centres undefined)	-0.9	0.2	-3.2	115.0	-1.1	2.9	1.9	5.1	-0.8	1.1
O=C(CN(c1ccccc1F)S(=O)(=O)c1ccccc1)Nc1ccc2c(c1)OCCO2	0.6	0.9	-0.5	101.7	-0.7	0.6	0.6	3.8	3.0	-16.2
CC(=O)N[C@@H](Cc1c[nH]c2ccccc12)C(=O)NC1CCCc2ccccc21 (some centres undefined)	-3.1	-2.4	0.4	101.8	1.5	-14.3	-4.1	-12.3	1.6	21.9
COc1ccccc1Cn1c(C(C)C)nc2ccccc21	-3.3	-3.7	2.2	109.8	-0.9	-3.2	-0.8	4.7	4.2	-16.7
Cc1nn(C)c(Oc2ccccc2)c1CCNC(=O)C(C)(C)C	2.0	3.3	0.4	105.9	-2.9	-4.0	-0.8	13.4	4.3	42.3
COc1ccc(C2CC(c3ccccc3)=NN2C(=O)CSc2ncccn2)cc1 (centres undefined)	2.5	-2.5	-2.0	96.7	-2.1	0.6	-1.5	9.5	-1.7	-5.6
C/C(=N\O)c1ccccc1C(=O)O	4.8	1.4	-0.7	96.4	-0.9	-10.2	nt	4.0	-1.9	-4.4
CC1CCCC(NC(=O)COC(=O)CCC(=O)c2cccs2)C1C (centres undefined)	-1.2	-1.2	-5.1	122.2	-3.0	3.4	-1.1	15.6	-0.7	4.0
Cc1ccc(C(=O)OCC(=O)Nc2cccc(S(=O)(=O)N3CCOCC3)c2)o1	-0.4	0.4	2.9	nt	1.0	0.8	-1.8	-4.2	0.0	20.4
Nc1ccc(S(=O)(=O)C(F)(F)F)cc1N	1.5	-0.9	1.8	103.5	1.2	11.8	0.7	-6.2	-6.6	19.4
CCOc1ccc(N(CC(=O)NCCc2ccccc2)C(=O)CCC(=O)Nc2cc(C)ccn2)cc1	3.5	0.7	-0.5	nt	-1.3	-1.2	-0.2	8.4	3.4	-0.6
Cc1ccsc1/C=C1\CCC(C2CCCC2)C1=O (centres undefined)	1.2	-0.9	-1.3	111.1	2.9	-6.1	46.6*	-15.1	-5.4	-20.9
COc1cc(C)c(C(=O)Oc2cc(C)c(C(=O)O)c(O)c2C)c(O)c1C(=O)O	4.3	-0.8	1.3	nt	-3.5	-1.6	-0.5	17.8	-5.3	6.1
NC(=O)C1CCN(C(=O)C2CC(=O)N(c3ccc4c(c3)OCCO4)C2)CC1 (centres undefined)	1.8	-3.3	0.3	nt	0.6	-12.3	-1.6	-2.5	0.3	32.7
CCOC(=O)N1CCN(S(=O)(=O)c2ccc(C(=O)Nc3nc4c(s3)CC(C)CC4)cc2)CC1 (centres undefined)	-0.9	-8.3	1.0	116.2	-0.5	-6.4	2.4	3.0	-5.1	0.0
Fc1cc2[nH]c(=S)[nH]c2cc1Cl	-2.0	3.2	-0.2	112.5	-0.6	-8.9	0.1	3.4	-2.0	5.5
CCN(CC)CCC(c1ccc2c(c1)OCO2)c1c(OC)cc(OC)c2c(-c3ccccc3)cc(=O)oc12 (centres undefined)	-9.6	0.7	-0.9	104.0	0.3	-5.0	-1.8	-1.6	3.1	-1.3
CCCn1c(=O)c(C(=O)Nc2ncccc2O)c(O)c2ccccc21	-5.4	-2.3	-0.1	103.9	-0.6	-10.4	-1.0	2.9	3.0	-0.2
CCn1c(SCC(=O)N2c3ccccc3Sc3ccccc32)nnc1-c1ccco1	3.2	0.1	-0.7	97.6	-1.4	-5.3	nt	7.8	-2.8	1.1
CCOc1ccc(N(CC(=O)NCCSCc2ccccc2)S(C)(=O)=O)cc1	-3.0	-1.9	-1.4	120.2	-3.2	4.4	-1.3	15.8	-3.8	5.7
COc1cc(/C=C/C(=O)OCC(=O)NCc2ccco2)cc(OC)c1OC	2.6	-3.0	-0.6	81.6	-3.8	7.6	2.0	18.9	-0.7	2.8
COc1nc(Oc2ccc(=O)[nH]n2)nc(N2CCOCC2)n1	-0.1	-3.1	-1.6	99.9	-1.4	0.8	-1.6	7.8	1.1	2.2
Cc1ccc(/C=C2\Sc3ccccc3C2=O)s1	-8.7	3.1	-0.3	92.2	6.7	7.0	72.4*	-41.8	1.1	12.6
Cc1cccc(NC(=O)CNC(=O)c2ccco2)n1	7.6	0.6	0.9	nt	-0.2	9.8	0.6	1.3	0.6	26.2
O=C(CN(c1ccc(F)cc1)S(=O)(=O)c1ccccc1)NC1CCCCCC1	-2.2	-2.9	1.5	95.2	-3.1	1.4	-1.4	16.8	4.1	42.8
Clc1ccc(/C(Cc2nc3ccccc3[nH]2)=N\Nc2ccccc2)cc1	1.6	-5.4	-0.8	103.0	3.6	-1.0	1.0	-24.5	-7.9	-3.3
COc1ccc(NC(=O)COc2nc(N(C)C)nc(N(C)C)n2)cc1	-3.3	-7.2	-0.5	100.2	5.8	-2.2	-1.4	-31.3	-3.1	3.6
CCCn1cnc2cc(NCc3ccccc3O)ccc21	0.4	5.3	-0.6	101.0	-2.9	-5.0	8.2	13.7	3.6	5.5
COC(=O)c1[nH]c(C)c(/C(O)=C2\C(=O)C(=O)N(CCN3CCOCC3)C2c2ccccc2OC)c1C (centres undefined)	1.4	-0.2	0.7	98.4	-2.4	-3.6	-7.7	12.5	3.4	2.2
CCCn1c(NCc2cc(C)ccc2O)nc2ccccc21	-3.8	-1.2	0.3	104.5	0.6	-7.2	-3.0	-3.5	-2.2	24.7
NC(=O)CSc1nnc(NC(=O)C23CC4CC(CC(C4)C2)C3)s1	0.6	5.5	2.3	107.2	-4.2	-12.7	nt	20.8	-1.5	3.0
CCN1CCN(c2nc(SC)nc3sc4c(c23)CC(C)(C)OC4)CC1	-2.6	-1.0	2.6	101.5	-1.0	-1.6	nt	4.8	-6.6	4.1
Cn1nc(C(F)(F)F)c2cc(NC(=O)OCc3ccc(F)cc3)sc21	3.1	1.2	0.9	113.7	3.1	4.3	nt	-18.1	0.8	24.6
CC(=O)N1CCC(C(=O)OCc2ccc(Cl)cc2)(c2ccccc2)CC1	2.7	0.3	-1.6	114.1	1.1	-2.3	-4.2	-5.7	-0.6	-3.9
O=[N+]([O-])c1ccccc1/C=N/N1CCN(c2ccc(Cl)cc2)CC1	-4.8	-3.7	1.7	100.8	0.2	1.3	nt	-0.8	-3.6	30.6
Cc1cc2nc3n(c2cc1C)CC1CC(C(=O)NCCC(C)C)N(C)C31 (centres undefined)	0.5	-0.6	0.1	238.5	-1.8	-5.6	-4.9	10.0	-5.8	-6.4
Cc1ccsc1/C=N/NC(=S)NCc1ccccc1	6.0	-2.0	-1.8	nt	9.8	-6.2	2.2	-44.5	-3.6	6.2
CCCn1nnnc1NCc1cc(Br)ccc1OC	0.5	1.2	2.4	101.0	-1.1	7.2	2.5	6.0	3.2	-0.8
O=C(NCc1cccs1)c1cccc(Nc2nc3ccc(Br)cc3[nH]2)c1	3.4	6.3	-0.1	103.0	0.6	0.9	-2.2	-3.2	-6.5	-2.3

Entries listed above marked active in Pemphigus Ab inh.
SMILES	V-ATPase pHluor	cardiac RTF act	C-LANA FP	Pemphigus Ab inh	MOR-DOR ag	Cardiac RTF inh	Wnt act	MOR-DOR inv ag	Keap1 Nrf2 FP	Arrestin-AP2 inh
CCc1ccc(S(=O)(=O)/N=C2\C=C(NS(=O)(=O)c3ccccc3)C(=O)c3ccccc32)cc1	-0.4	-4.9	-4.8	49.3*	-5.7	-8.9	0.4	25.8	8.6	-8.4

Quoted at random: 3 entries already listed
SMILES	V-ATPase pHluor	cardiac RTF act	C-LANA FP	Pemphigus Ab inh	MOR-DOR ag	Cardiac RTF inh	Wnt act	MOR-DOR inv ag	Keap1 Nrf2 FP	Arrestin-AP2 inh
CCN1CCN(c2nc(SC)nc3sc4c(c23)CC(C)(C)OC4)CC1	-2.6	-1.0	2.6	101.5	-1.0	-1.6	nt	4.8	-6.6	4.1
NC(=O)CSc1nnc(NC(=O)C23CC4CC(CC(C4)C2)C3)s1	0.6	5.5	2.3	107.2	-4.2	-12.7	nt	20.8	-1.5	3.0
CCCn1c(NCc2cc(C)ccc2O)nc2ccccc21	-3.8	-1.2	0.3	104.5	0.6	-7.2	-3.0	-3.5	-2.2	24.7
